# MsrA inhibitor: inhibits bovine methionine sulfoxide reductase A | purified bovine MsrA, absorbance read-out | inhibition, % at 15.5 µM | 360,000 compounds, 0.75% hits; in the data active = inhibition above about 4.5%;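 note: 0% = vehicle wells with enzyme and 100% = reference inhibitor wells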
# STEP block: blocks human striatal-enriched tyrosine phosphatase. P54829. recombinant STEP, OMFP fluorogenic substrate, fluorescence. inhibition, % at 20 µM. 360,000 compounds, 0.25% hits. AID 588621;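 active = inhibition at 20 µM, scaled per plate between control wells, above about 37%, limit read from the data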;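 note: 0% = DMSO with enzyme and substrate and 100% = substrate only without enzyme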
#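 System: STEP phosphatase, cell-free reaction; Buffer or medium: Bis-Tris pH 6.0 buffer with DTT, detergent; Incubation: 20 min at room temperature, dark; Measured by: fluorescence, 480/540 nm.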
# Scp1 inh: blocks human Scp-1 phosphatase activity | Q9GZU7 | Recombinant Scp1, phosphopeptide, malachite green phosphate absorbance | inhibition, % at 20 µM | 340,000 compounds, 0.88% hits;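 active = inhibition above about 50% at 20 µM, limit read from the data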;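 note: plate controls were DMSO wells with enzyme for no effect and wells lacking enzyme for full effect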
#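 System: SCP-1 catalytic domain; Reagent: Phospho 17-mer peptide substrate; Doses: one concentration, 20 µM, with 1.0% DMSO; Incubation: 45 min room-temperature reaction, 5 min colour, 30 min stabiliser; Signal: Phosphate-binding colour reagent, absorbance read at 630 nm.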
# LMPTP block: blocks human LMPTP phosphatase. 360,000 compounds, 0.22% hits. P24666. recombinant LMPTP-A, OMFP fluorogenic substrate, fluorescence intensity. AID 651560. inhibition, % at 20 µM;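 active = compounds that cut the enzyme signal by at least half of the control window in the single-dose screen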;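 note: plate controls were DMSO wells with enzyme plus substrate for no effect and substrate without enzyme for full effect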
#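 Assay system: LMPTP-A, protein tyrosine phosphatase of low molecular weight / Medium: pH 6.0 Bis-Tris buffer with DTT and Triton X-100 / Schedule: 50 min enzyme reaction at room temperature, protected from light / Measured by: endpoint fluorescence intensity from OMFP dephosphorylation / Read-out basis: % inhibition relative to no-enzyme and uninhibited control wells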
# DNMT1 inh: DNMT1 (human) enzyme inhibition; DNMT1 molecular beacon, Hinp1I cleavage, fluorescence; inhibition (reported as % activation of signal), % at 10 µM; 360,000 compounds, 0.83% hits; AID 588458; in the data active = inhibition above about 50%
# bovine MsrA act: activators of bovine methionine sulfoxide reductase A | purified bovine MsrA, absorbance read-out | activation, % at 10.6 µM | 360,000 compounds, 0.3% hits | AID 602163; in the data active = activation above about 7.5%;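 note: 0% = vehicle and 100% = reference activator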
# CendR NRP1 mod: modulators of CendR peptide binding to human neuropilin-1 | FAM-RPARPAR peptide binding to NRP-1, fluorescence polarization | AID 602438 | inhibition, % at 25 µM | 360,000 compounds, 0.85% hits;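 active = inhibition or corrected inhibition above about 18%, plus a signal ratio from 0.5 to 1.5, limit read from the data, passing the limit was not always enough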; note: strong numbers were not always called active
# Target sequence (O14786 whole entry, looked up): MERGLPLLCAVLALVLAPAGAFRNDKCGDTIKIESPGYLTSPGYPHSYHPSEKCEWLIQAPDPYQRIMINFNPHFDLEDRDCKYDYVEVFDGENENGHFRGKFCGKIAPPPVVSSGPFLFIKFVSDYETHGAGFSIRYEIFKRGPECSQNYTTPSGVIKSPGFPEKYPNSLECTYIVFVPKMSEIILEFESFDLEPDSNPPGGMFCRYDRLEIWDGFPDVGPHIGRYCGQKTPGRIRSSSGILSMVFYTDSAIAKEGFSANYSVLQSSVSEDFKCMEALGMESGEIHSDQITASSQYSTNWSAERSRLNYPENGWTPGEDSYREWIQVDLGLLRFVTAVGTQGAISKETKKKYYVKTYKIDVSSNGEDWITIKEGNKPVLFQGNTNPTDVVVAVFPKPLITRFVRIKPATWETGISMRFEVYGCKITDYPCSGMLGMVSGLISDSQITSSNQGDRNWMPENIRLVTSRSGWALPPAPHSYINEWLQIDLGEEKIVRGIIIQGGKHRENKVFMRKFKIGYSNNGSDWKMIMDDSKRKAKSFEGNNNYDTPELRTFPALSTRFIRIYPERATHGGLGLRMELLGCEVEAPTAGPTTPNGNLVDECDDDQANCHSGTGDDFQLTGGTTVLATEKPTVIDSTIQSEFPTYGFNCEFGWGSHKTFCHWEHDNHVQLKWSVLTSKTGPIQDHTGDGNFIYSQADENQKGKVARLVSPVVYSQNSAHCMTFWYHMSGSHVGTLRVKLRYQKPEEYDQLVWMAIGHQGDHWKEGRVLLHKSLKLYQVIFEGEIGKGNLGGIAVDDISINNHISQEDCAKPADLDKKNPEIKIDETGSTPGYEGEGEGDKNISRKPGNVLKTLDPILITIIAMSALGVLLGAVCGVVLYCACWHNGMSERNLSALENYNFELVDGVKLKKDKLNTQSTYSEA
# eLon inh: inhibits E. coli Lon protease. P0A9M0. purified E. coli Lon protease, fluorescence polarization. inhibition, % at 7.94 µM. 360,000 compounds, 0.42% hits; in the data active = inhibition above about 13%, passing the limit was not always enough;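 note: 0% = enzyme with probe and DMSO and 100% = no enzyme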
# SUMO1-SIM PPI: modulators of human SUMO1-mediated protein-protein interactions; P63165; SUMO1 binding to a labelled peptide, TR-FRET, 1 h; inhibition, % at 20 µM; 360,000 compounds, 0.33% hits; AID 602429; in the data active = inhibition above about 37%
# Target sequence (P63165 whole entry, looked up): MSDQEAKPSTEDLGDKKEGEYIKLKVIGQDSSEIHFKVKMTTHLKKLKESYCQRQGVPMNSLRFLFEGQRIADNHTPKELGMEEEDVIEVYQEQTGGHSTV
# TbMetRS inhib: Trypanosoma brucei MetRS inhibition. purified T. brucei MetRS, ATP depletion, Kinase-Glo luminescence. AID 624268. 360,000 compounds, 0.4% hits. inhibition, % at 11.9 µM;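 active = inhibition above a per-plate cutoff of the control wells' mean inhibition plus 3 SD, cut at about 5.5% in these data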;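 note: 0% = DMSO wells median and 100% = median of wells with control inhibitor compound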
#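 Dosing: 11.9 µM single point; system: parasite MetRS enzyme; technique: luminescence of leftover ATP; times: 15 min enzyme-compound preincubation, 2 h reaction, 10 min detection, 25 °C; replicates: each compound tested once; read-out basis: percent inhibition relative to median high and low control wells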
# Starred values were filed as active, the others as inactive; . = not tested or not shown.
MsrA inhibitor	STEP block	Scp1 inh	LMPTP block	DNMT1 inh	bovine MsrA act	CendR NRP1 mod	eLon inh	SUMO1-SIM PPI	TbMetRS inhib	compound
-0.3	3	-5	-1.0	-2	-2	4	7	3	-0.2	O=C(COC(=O)c1cc(S(=O)(=O)N2CCOCC2)ccc1Cl)NCc1ccccc1
-1.8	-1	-1	-1.4	10	-5	-1	2	-4	-0.5	CN(C(=O)COC(=O)/C=C/c1ccc(Cl)c(Cl)c1)c1c(N)n(Cc2ccccc2)c(=O)[nH]c1=O
4.1	0	28	-0.6	-2	-5	-52	9	-20	0.1	O=C(N/N=C/c1ccccn1)c1sc2ccccc2c1Cl
-0.5	1	-8	-1.1	-1	-4	13	-6	7	-0.4	Cc1c(C)c([N+](=O)[O-])c(C)c(C)c1N
-1.2	-1	-1	0.4	0	-1	3	-2	0	0.1	COc1cccc(CNS(=O)(=O)/C=C/c2ccc(OC)c(OC)c2)c1
1.3	-1	-3	3.0	-2	-3	7	-2	-30	-0.2	CC(=O)c1cccc(NC(=O)C2=CC(c3ccc4c(c3)OCO4)=NS(=O)(=O)N2C)c1
1.3	0	3	-1.5	20	-4	-12	9	-13	-0.9	Cc1ccc(N2C(=O)c3cccc4c([N+](=O)[O-])ccc(c34)C2=O)c2cccnc12
-0.1	0	-6	-1.8	-1	0	7	-2	-1	-0.4	COc1ccc(NC(=O)Cn2nnc(C(=O)NCc3ccco3)c2N)c(OC)c1
3.1	-1	30	0.1	2	-2	-69	4	21	0.1	COC(=O)c1ccc(COc2ccccc2/C=C/C(=O)c2ccc(OCC(=O)O)cc2)cc1
-0.4	3	-7	0.6	0	-4	24*	-3	-6	-0.1	CC(Oc1cccc(Cl)c1)C(=O)NC1CC(C)(C)NC(C)(C)C1 (stereo not drawn)
-0.5	-1	12	0.2	-7	-12	-5	-7	2	-0.8	CCCc1nc2ccc(NC(=O)NCCC(=O)OCC)cc2c(=O)n1Cc1ccc(Cl)cc1
0.1	2	-10	0.8	-3	-2	-7	-3	-24	-1.2	CCOC(=O)C1CCN(c2nc3ccccc3nc2C(C#N)C(=O)OCCOC)CC1 (stereo not drawn)
0.9	-1	-1	0.6	0	0	0	-2	-3	-0.1	S=C(Nc1ccc(Cl)cc1)N1CCOCC1
0.8	0	0	1.8	3	1	11	0	-3	-0.1	CSc1ccc(/C=N/N2CCN(Cc3ccc(Cl)cc3)CC2)cc1
-0.2	2	-10	-0.6	-1	-4	-6	5	3	-0.1	CC1CCCCC12NC(=O)N(CC(=O)OCc1cccc(F)c1)C2=O (stereo not drawn)
-0.4	-2	-8	0.0	-1	-6	13	-4	-2	0.6	Cn1cc(S(=O)(=O)N2CCCC2)cc1C(=O)NCc1ccc(Cl)cc1
3.4	0	-6	0.4	-8	-6	-52	-7	-4	0.8	CCOCCCn1cc(C(=O)c2cc(Br)ccc2O)cc(C#N)c1=O
0.5	-2	-3	-3.1	5	0	2	-6	-3	-0.5	CCOC(=O)CCCCNCc1ccccc1
2.8	3	6	1.1	-1	0	-2	1	-5	1.2	Clc1ccc(SCCOCCN2CCc3ccccc3C2)cc1
0.0	0	-5	-1.8	-1	-5	-6	3	30	-0.7	CCOc1cc(C)nc(N2CCCC(C(=O)NCc3ccccc3F)C2)n1 (stereo not drawn)
1.2	-3	2	-0.1	0	-6	4	-7	-19	-0.9	Cc1ccn2cc(-c3cc4ccccc4oc3=O)nc2c1
-1.4	-2	-6	2.1	-6	-11	33*	-2	0	-0.5	O=c1oc2c(-c3cccc(F)c3)cc(O)cc2s1
-1.7	-5	-1	-1.8	2	-3	6	-14	1	-0.9	CCOC(=O)C(NC(C)=O)(Nc1cccc(F)c1)C(F)(F)F (stereo not drawn)
-0.8	.	.	-0.2	.	-2	1	-4	-3	-0.3	COc1cccc(-c2oc3c(c2-c2ccc(OC)nc2)C(O)CCC3)c1 (stereo not drawn)
0.1	-1	-11	1.6	2	-3	5	2	5	0.5	COc1ccc(C(=O)Cn2c(=N)n(C)c3ccccc32)cc1
-0.3	5	-4	-1.1	-3	-2	-4	0	-1	-1.1	Cc1ccc(C)c(NC(=O)CC2Oc3ccccc3NC2=O)c1 (stereo not drawn)
0.6	-2	-6	-1.2	0	5	12	4	6	0.0	CN1CCN(c2sc(S(C)(=O)=O)nc2S(=O)(=O)c2ccc(Cl)cc2)CC1
-1.0	-2	-1	-0.5	4	-2	-10	-2	-4	0.5	Nc1c(S(=O)(=O)c2ccccc2)csc1C(=O)O
0.6	-1	-1	1.1	-1	-1	0	6	-21	-0.5	COc1ccc(CCN2C(=O)CSC2c2cccc([N+](=O)[O-])c2)cc1OC (stereo not drawn)
0.5	0	-5	-1.3	3	-1	15	4	1	-0.4	CC(C)(C)n1cnc2cc(NC(=O)c3ccco3)ccc21
1.2	-1	9	-0.3	-1	-4	9	-6	-2	-0.6	N#Cc1ccc(-c2cccnc2)nc1SCc1ccc(Cl)cc1Cl
-0.1	-2	-5	0.0	1	-1	0	-5	5	-0.3	CC1(C(=O)Nc2ccccc2)Cc2ccccc2C(=O)O1 (stereo not drawn)
-1.2	0	-1	-0.3	2	-4	2	-5	11	-0.1	CC(C)(C)c1ncc(S(=O)(=O)c2ccc(C(F)(F)F)cn2)c(N)n1
-0.4	0	-6	1.3	7	-2	-7	-4	3	-0.2	Cn1cccc1Cc1nnc(SCC(=O)NCc2ccc3c(c2)OCO3)n1CCc1ccccc1
-0.7	-4	-8	-1.0	-12	-1	-1	7	0	-0.2	CCN(c1ccc(NC(=O)CN2C(=O)NC3(CCOc4ccccc43)C2=O)cc1)C(C)C (stereo not drawn)
-0.8	-1	-4	-1.4	3	-5	4	-3	1	-0.4	Cc1ccc(NC(=S)NN2CCN(C)CC2)cc1
0.1	-2	-17	-1.6	1	-1	0	3	1	-0.5	CCC(=O)n1nc(-c2cccnc2)nc1NCc1ccccc1
-1.2	-1	-3	4.4	2	-3	1	-6	-4	-0.4	O=C(CCS(=O)(=O)c1cccs1)Nc1ccc(C(=O)NC2CCN(Cc3ccccc3)CC2)cc1
0.5	-1	-2	1.9	-1	-10	6	-1	0	-0.9	COc1ccc(CNC(=O)c2ccc(NC(=O)C3=CSCCO3)cc2)cc1
0.0	-3	20	-0.4	4	-2	1	7	-3	2.2	CC(=O)Nc1c(-c2ccccc2)nc2ccc(Cl)cn12

# Exported with tabs: part of the list above
canonical_smiles	MsrA inhibitor	STEP block	Scp1 inh	LMPTP block	DNMT1 inh	bovine MsrA act	CendR NRP1 mod	eLon inh	SUMO1-SIM PPI	TbMetRS inhib
Nc1c(S(=O)(=O)c2ccccc2)csc1C(=O)O	-1.0	-2	-1	-0.5	4	-2	-10	-2	-4	0.5
COc1ccc(CCN2C(=O)CSC2c2cccc([N+](=O)[O-])c2)cc1OC (stereo not drawn)	0.6	-1	-1	1.1	-1	-1	0	6	-21	-0.5
CC(C)(C)n1cnc2cc(NC(=O)c3ccco3)ccc21	0.5	0	-5	-1.3	3	-1	15	4	1	-0.4
N#Cc1ccc(-c2cccnc2)nc1SCc1ccc(Cl)cc1Cl	1.2	-1	9	-0.3	-1	-4	9	-6	-2	-0.6
CC1(C(=O)Nc2ccccc2)Cc2ccccc2C(=O)O1 (stereo not drawn)	-0.1	-2	-5	0.0	1	-1	0	-5	5	-0.3
CC(C)(C)c1ncc(S(=O)(=O)c2ccc(C(F)(F)F)cn2)c(N)n1	-1.2	0	-1	-0.3	2	-4	2	-5	11	-0.1
Cn1cccc1Cc1nnc(SCC(=O)NCc2ccc3c(c2)OCO3)n1CCc1ccccc1	-0.4	0	-6	1.3	7	-2	-7	-4	3	-0.2
CCN(c1ccc(NC(=O)CN2C(=O)NC3(CCOc4ccccc43)C2=O)cc1)C(C)C (stereo not drawn)	-0.7	-4	-8	-1.0	-12	-1	-1	7	0	-0.2
Cc1ccc(NC(=S)NN2CCN(C)CC2)cc1	-0.8	-1	-4	-1.4	3	-5	4	-3	1	-0.4
CCC(=O)n1nc(-c2cccnc2)nc1NCc1ccccc1	0.1	-2	-17	-1.6	1	-1	0	3	1	-0.5
O=C(CCS(=O)(=O)c1cccs1)Nc1ccc(C(=O)NC2CCN(Cc3ccccc3)CC2)cc1	-1.2	-1	-3	4.4	2	-3	1	-6	-4	-0.4
COc1ccc(CNC(=O)c2ccc(NC(=O)C3=CSCCO3)cc2)cc1	0.5	-1	-2	1.9	-1	-10	6	-1	0	-0.9
CC(=O)Nc1c(-c2ccccc2)nc2ccc(Cl)cn12	0.0	-3	20	-0.4	4	-2	1	7	-3	2.2

# Other compounds
MsrA inhibitor	STEP block	Scp1 inh	LMPTP block	DNMT1 inh	bovine MsrA act	CendR NRP1 mod	eLon inh	SUMO1-SIM PPI	TbMetRS inhib	compound
-1.2	0	-6	0.7	0	0	-1	1	2	-0.4	O=C(NCC(c1ccco1)N1CCc2ccccc2C1)c1c(F)cccc1F (stereo not drawn)
0.6	1	-3	-0.4	5	-2	0	-9	2	-0.2	COc1cccc(N(CC(=O)NC2CCCCC2)C(=O)Cn2nnc(-c3ccc(C)o3)n2)c1
-1.1	-2	-8	-1.0	10	-3	18	-1	4	0.0	Cc1ccc(CNC(=O)COC(=O)c2ccc(S(=O)(=O)NCc3ccco3)cc2)cc1
-0.1	-1	4	0.9	4	-1	0	-5	4	-0.1	O=C(Oc1ccc(C(=S)N2CCOCC2)cc1)c1ccc(Br)cc1
0.8	-1	-9	1.2	3	-1	2	2	1	-0.4	O=C(NCCS(=O)(=O)N1CCN(c2ccccc2F)CC1)c1ccc(Br)o1
-0.4	-4	-12	0.3	0	0	0	-9	-3	-0.1	COc1ccc(CC(=O)Nc2sc3c(c2C(N)=O)CCCC3)cc1OC
0.1	2	0	-0.5	0	7.7*	-7	-4	2	0.3	CCOC(=O)CSc1nnc(-c2nnc(SCC(=O)OCC)n2CC)n1CC
3.6	3	-5	1.1	1	11*	-5	10	21	-0.4	COc1cc(NC(=O)COC(=O)c2ccc([N+](=O)[O-])s2)cc(OC)c1OC
-0.8	-2	-4	0.9	3	-9	-6	11	-6	-0.9	COc1ccc(-c2cc(C(=O)Nc3ccccc3O)c3ccccc3n2)cc1
0.6	-1	2	0.9	-2	-3	-5	8	-8	0.0	CCN(CC)c1ccc2c(C)c(CO)c(=O)oc2c1
0.9	-4	8	0.7	6	-2	-6	0	9	-0.2	C[C@@H]1CCCCCCCCC(=O)OCCN(C(=O)OC(C)(C)C)[C@H](C)CCCCCCCCC(=O)OCCN1C(=O)OC(C)(C)C
-0.4	2	4	-0.4	-3	-1	132	-19	-15	-0.5	CC(O)c1cccc(N=Cc2ccc3ccccc3c2O)c1 (stereo not drawn)
0.1	2	0	2.9	14	-3	-17	2	7	-0.6	Cc1cc(C)n2c(Br)c(CSc3nc4ccccc4s3)nc2n1

# Compound activity (PubChem BioAssay)
